# Source: PubChem
# Cycloheximide cs: counter-screen for Shiga toxin inhibitors: cycloheximide protein synthesis inhibition; cell reporter, cycloheximide protein synthesis inhibition counterscreen; max response, %; hit rate 12% among 300,000; in the data active = max response mostly above about 13%, no sharp cut-off; inactive = mostly below about 14%; note: read at 38.3 µM for the half of the compounds with a filed dose; 0% is about no effect
# Pf growth 48h: P. falciparum growth inhibition at 48 hours (one generation); P. falciparum luciferase growth in erythrocytes, 48 h; Potency, µM (top dose mostly 28.7 µM), for inactives: top-dose activity change, negative = inhibition, usual class: inhibitors; hit rate 5.9% among 310,000; AID 504832; note: potency is the fitted concentration of half-maximal effect; % is set by controls: 0 for no effect and ±100 for the full control effect
#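 Compounds are pin-transferred into medium, infected erythrocytes (2% hematocrit, 0.1% parasitemia final) are added, and plates sit one parasite generation at 37 C in 5% CO2. Detection reagent is then added and luminescence measured.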
# Pf growth 96h: inhibits malaria parasite growth, 96 h | AID 504834 | hit rate 6.9% among 320,000 | Potency, µM (top dose mostly 28.7 µM), inactives show at the top dose activity change, negative = inhibition, most hits filed as inhibitors | P. falciparum luciferase reporter growth, 96 h; note: potency is the fitted concentration of half-maximal effect; % is set by controls: 0 for no effect and ±100 for the full control effect
#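 96 h incubation, 37 C, 5% CO2, of luciferase-reporter P. falciparum-infected RBCs (2% hematocrit, 0.05% parasitemia final) with test compounds; endpoint luminescence.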
# TbPYK inhibitor: T. brucei pyruvate kinase inhibition; TbPYK enzyme, Kinase-Glo Plus ATP luminescence, 45 min; hit rate 0.12% among 410,000; Q57TT1; Potency, µM (series often up to 76.8 µM), without a hit: at the highest dose activity, negative = inhibition, usual class: inhibitors; note: potency is the fitted concentration of half-maximal effect; % is set by controls: 0 for no effect and ±100 for the full control effect; nearly all actives have a fitted effect of over 50% in size
#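 T. brucei PYK with substrate was exposed to pin-transferred compounds across a concentration series, then started with 130 uM ADP (final). After 45 min at room temperature, Kinase-Glo Plus luminescence was read, normalized and curve-fitted.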
# AmpC inh no detg: inhibitors of E. coli AmpC beta-lactamase without detergent; AmpC nitrocefin hydrolysis, absorbance 480 nm, 0.0001% Triton; P00811; AID 485341; Potency, µM (series often up to 57.1 µM), for the others: at the top dose activity change, negative = inhibition, most hits filed as inhibitors; hit rate 0.52% among 330,000;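 note: potency is the fitted concentration of half-maximal effect; plate controls were no compound for no effect and no enzyme for full effect; nearly all actives have a fitted effect of over 20% in size; some results filed as inactive show a strong effect at the top dose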
# Target sequence (P00811 whole entry, looked up): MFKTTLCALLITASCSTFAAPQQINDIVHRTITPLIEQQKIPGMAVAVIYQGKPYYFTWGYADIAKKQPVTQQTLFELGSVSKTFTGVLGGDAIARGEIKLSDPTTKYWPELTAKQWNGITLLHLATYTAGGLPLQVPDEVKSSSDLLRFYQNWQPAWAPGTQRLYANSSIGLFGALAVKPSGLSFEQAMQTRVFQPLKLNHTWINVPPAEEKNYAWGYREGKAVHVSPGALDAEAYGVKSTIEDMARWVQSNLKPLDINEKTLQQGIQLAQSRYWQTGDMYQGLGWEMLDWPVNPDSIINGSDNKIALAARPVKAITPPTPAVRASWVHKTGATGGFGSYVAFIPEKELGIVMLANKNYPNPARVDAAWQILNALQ
#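 20 mM phosphate pH 7.0 + 0.01% (detergent screen) or 0.0001% Triton X-100; 5.3 nM AmpC reagent; cpd preinc 15 min RT; nitrocefin (800 uM stock) to start; A480 q20 s × 4 min; Activity was normalised to no-enzyme and no-compound control wells.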
# LmPK inh: blocks Leishmania mexicana pyruvate kinase activity. purified LmPK, Kinase-Glo ATP luminescence, 1 h. Potency, µM (titrated, usually from 57.5 µM), for inactives: at the highest dose activity change, negative = inhibition, actives largely listed as inhibitors. hit rate 0.37% among 290,000; note: potency is the fitted concentration of half-maximal effect; % is set by controls: 0 for no effect and ±100 for the full control effect
# Target sequence (Q27686 whole entry, looked up): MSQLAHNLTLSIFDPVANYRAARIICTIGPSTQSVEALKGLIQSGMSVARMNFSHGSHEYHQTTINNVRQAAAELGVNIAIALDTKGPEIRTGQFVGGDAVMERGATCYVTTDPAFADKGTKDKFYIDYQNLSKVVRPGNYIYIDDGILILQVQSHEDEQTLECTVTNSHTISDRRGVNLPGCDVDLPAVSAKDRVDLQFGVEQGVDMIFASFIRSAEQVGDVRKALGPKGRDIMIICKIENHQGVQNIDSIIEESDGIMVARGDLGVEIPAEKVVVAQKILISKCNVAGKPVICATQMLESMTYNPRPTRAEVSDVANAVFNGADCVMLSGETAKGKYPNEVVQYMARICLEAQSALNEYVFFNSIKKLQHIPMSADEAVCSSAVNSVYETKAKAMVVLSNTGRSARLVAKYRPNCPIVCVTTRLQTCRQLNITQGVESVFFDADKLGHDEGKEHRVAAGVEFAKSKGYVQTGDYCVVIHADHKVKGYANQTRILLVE
#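 qHTS format; LmPK 0.1 nM; substrates PEP 0.5 mM and ADP 0.1 mM. One-hour room-temperature incubation, then coupled luciferase luminescence; 0.5 nM enzyme wells mark activation.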
# Shiga inhibitor: Shiga toxin inhibition; Vero cells, Shiga toxin protein synthesis inhibition reporter; inhibition, % at 38.7 µM; hit rate 9.2% among 290,000; in the data active = inhibition mostly above about 28%, no sharp cut-off; inactive = mostly below about 43%; note: 0% is about no effect
# Starred values were filed as active, the others as inactive; ? = inconclusive; . = not tested or not shown; & = joins results of further samples; [ ] = another dose, or the depositor's remark. Unless noted, calls come from the whole dose curve; as a rule, active = well fitted curve in the direction sought with a large enough effect; inconclusive = small, poorly fitted or top-dose-only effect, or another doubt; inactive = no such curve, though single readings can be large; an effect the other way counts as inactive or inconclusive.
SMILES,Cycloheximide cs,Pf growth 48h,Pf growth 96h,TbPYK inhibitor,AmpC inh no detg,LmPK inh,Shiga inhibitor
Cc1ccc(N2C(=O)N3[C@H]4c5ccccc5OC[C@@H]4[C@@H](c4ccccc4)[C@@]3(C)C2=O)cc1,-2,?,8.3µM*,-9%,58%[activator],-1%,-2
COc1cccc(/C=C(/C(=O)OCC(=O)NC2CCCC(C)C2C)c2ccccc2)c1 (stereo not given),-4,13µM*,?,-11%,-24%,-1%,-4
C=CCSc1nnc2c(n1)OC=Nc1ccccc1-2,12,0%,4%,-3%,-18%,25µM*,22
CCn1c(=O)cc(O)c2ccccc21,-1,17%,?,0%,-24%,0%,-13
CCOC(=O)c1c(NC(=O)CN2CCN(C(=O)c3ccco3)CC2)sc(C)c1C,-4,?,21%,0%,9%,-6%,-5
COc1cccc(-c2nc(NCc3ccccc3)c3ccccc3n2)c1O,6,15µM*,?,-2%,-37%,2%,14
CCOc1ccc(S(=O)(=O)N2CCC(C(=O)NCc3ccco3)CC2)cc1,-2,9.3µM*,56%[activator],-14%,5%,-2%,2
CCOc1ccc(C(=O)Nc2cccc(-c3ccc(N4CCOCC4)nn3)c2)cc1OCC,.,-14%,?,-2%,?,.,.
Cc1ccccc1N(C(=O)c1snc(C(N)=O)c1N)C(C(=O)NCC1CCCO1)c1ccc(N(C)C)cc1 (stereo not given),-7,1.7µM*,?,2%,-5%,-2%,-7
CC1(C)CC(NC(=O)COc2ccccc2Cl)CC(C)(C)N1,28*,75%[activator],1%,0%,-15%,-4%,95*
Cc1cc(C)nc(NS(=O)(=O)c2ccc(NC(=O)c3cc(-c4ccccc4)nc4ccccc34)cc2)n1,-5,11%,-2%,-7%,77%[activator],0%,-12
Cn1cc(/C=C2\SC(=O)N(c3ccccc3)C2=O)c2ccccc21,19*,65%[activator],55%[activator],-5%,-34%,3%,-3
C/C(=N\N1CCN(C2c3ccccc3-c3ccccc32)CC1)c1ccncc1,-2,?,3%,0%,-6%,2%,16
COc1ccc(C(=O)NCC(=O)N2CCc3ccccc3C2)cc1,11,127%[activator],-11%,-8%,-18%,0%,39
C#Cc1cccc(-n2nnc(C(=O)OC)c2-c2ccccc2)c1,-2,.,-8%,0%,-33%,-3%,16
Nc1nnc(-c2ccc(Cl)c([N+](=O)[O-])c2)s1,12,-1%,34%[activator],-4%,-30%,-1%,-4
CCOc1ccc(C(=S)NC2CCCCC2)cc1,52*,93%[activator],127%[activator],-10%,-20%,1%,139*
CC(Oc1cccc(Cl)c1)C(=O)Nc1cc(=O)n(C)c(=O)n1C (stereo not given),-1,-24%,.,-1%,1%,-2%,-14
CC(NCC(O)COCc1ccc(Cl)cc1)c1ccccc1 (stereo not given),-11,?,-8%,1%,8%,2%,2
CCN1CCN(C(=O)c2ccc3c(c2)N(Cc2ccccc2)C(=O)c2ccccc2S3=O)CC1 (stereo not given),-2,?,?,3%&4%,98%[activator],2%,-4

# Sorted by molecular weight (ascending): some entries from above.
SMILES,Cycloheximide cs,Pf growth 48h,Pf growth 96h,TbPYK inhibitor,AmpC inh no detg,LmPK inh,Shiga inhibitor
CCOc1ccc(C(=S)NC2CCCCC2)cc1,52*,93%[activator],127%[activator],-10%,-20%,1%,139*
CC(Oc1cccc(Cl)c1)C(=O)Nc1cc(=O)n(C)c(=O)n1C (stereo not given),-1,-24%,.,-1%,1%,-2%,-14
CCN1CCN(C(=O)c2ccc3c(c2)N(Cc2ccccc2)C(=O)c2ccccc2S3=O)CC1 (stereo not given),-2,?,?,3%&4%,98%[activator],2%,-4

# Following part:
SMILES,Cycloheximide cs,Pf growth 48h,Pf growth 96h,TbPYK inhibitor,AmpC inh no detg,LmPK inh,Shiga inhibitor
CC(C)N(Cc1ccccc1)C(=O)CN1C(=O)NC2(CCCCCC2)C1=O,.,?,-23%,6%,4%,.,.
CCCCCCc1c(O)nc(SCCN(C)C)[nH]c1=O,2,9%,38%[activator],1%,-1%,5%,2
CCOc1cccc(C2NC(=S)NC(C)=C2C(=O)Nc2ccccc2)c1 (stereo not given),-1,-2%,13%,-5%,-38%,-1%,-8
COc1cc(/C=C\C(=O)NCc2ccc3[nH]c(C)cc3c2)cc(OC)c1OC,-2,12µM*,13µM*,3%,-35%,2%,-2
Cc1ccc(S(=O)(=O)NN=C2C3CC4CC(C3)CC2C4)cc1,.,1%,10%,0%,-20%,.,.
Cc1ccc(S(=O)(=O)N2CC(C(=O)O)=CC[C@H]2c2ccc(Cl)cc2)cc1,.,15%,56%[activator],-7%,-24%,.,.
COc1cc(/C=N/NC(=O)c2ccc(CSc3nc4ccccc4[nH]3)cc2)cc(OC)c1OC,8,?,0%,-6%,48%,1%,11
CCc1ccc2oc(C(=O)N3CCN(c4ccccc4OC)CC3)cc(=O)c2c1,7,-22%,5%,-24%,107%[activator],7%,-8
S=C(NCC1COc2ccccc2O1)Nc1ccccc1 (stereo not given),6,1%,?,3%,-19%,-2%,5
O=C(Nc1ccc(F)cc1)c1ccccc1S(=O)(=O)c1ccccc1[N+](=O)[O-],-3,14%,?,-6%,-30%,2%,-4
O=C(COC(=O)CCN1C(=O)c2ccccc2C1=O)Nc1ccc(S(=O)(=O)N2CCCC2)cc1,5,.,.,2%,-3%,-1%,-8
Nc1ccn(-c2ccc(Cl)cc2)c(=O)c1,7,-5%,19%,-13%,13%,2%,9
O=C(CSc1nnc2ccccn12)Nc1cccc(S(=O)(=O)N2CCOCC2)c1,-5,-5%,-2%,-7%,-15%,-3%,-3
COC(=O)C1=C(c2ccc(C(C)=O)cc2)C[C@@H]2CC[C@H]1N2C(=O)N1CCOCC1,.,?,36%[activator],2%,-7%,.,.
COc1cc2c(c(OC)c1OC)-c1c(cc(OC)c(OC)c1OC)C[C@](C)(O)[C@@H](C)C2,1,39%[activator],?,1%,39%,-2%,49*
Cc1ccc(N(C)C(=O)CCNC(=O)Cn2cnc3ccccc3c2=O)cc1C,10,14%,8%,-5%,22%,-1%,19
CCOC(=O)CSc1nc2ccsc2c(=O)[nH]1,0,25%,0%,1%,-14%,6%,-2
COc1ccc(/C=N/NC(=O)c2ccn[nH]2)cc1CSc1ccccn1,65*,83%[activator],46%[activator],-8%,-25%,-3%,75*
Cc1cc(NC(=O)CCC(=O)N(Cc2ccco2)C2(C(=O)NC3CCCCC3)CCCC(C)C2)no1 (stereo not given),-4,-28%,?,0%,31%,1%,12
O=C(OC1C[C@H]2CC[C@@H](C1)[N+]21CCCC1)C(O)(c1ccccc1)c1ccccc1 (stereo not given in full),.,6.7µM*,9%,-4%,.,.,.
O=C1NCC(O)=C1C=NCCCO,1,18%,?,3%,-16%,5%,-4
CCCCCn1c(=O)[nH]c2cc(C(=O)NCCCN(CC)CC)ccc2c1=O,-4,-25%,?,3%,4%,0%,-1
Cc1[nH]c2ccc(C(=O)N3CCN(Cc4ccccc4)CC3)cc2c1C,22,?,0%,5%,44%,3%,37
COc1ccc(C2/C=C\CN(C(=O)OCc3ccccc3)CC(=O)N2Cc2ccc(F)cc2)cc1 (stereo not given),-1&-4,?,?,6%,101%[activator],-2%,2&-3
COc1ccc(-c2c(NC(C)=O)n(C)c3ccccc3c2=O)cc1,2,18%,?,8%,-26%,-1%,2
NC(=O)C1CCN(c2nc(-c3ccccc3N)cs2)CC1,.,?,?,-16%,52%&-13%,.,.
COc1ccc(S(=O)(=O)n2cnc3cc(C)c(C)cc32)cc1,-3,.,3%,0%,-20%,10%,-25
CCOc1ccc(NS(=O)(=O)c2ccc(C(=O)NCCCN3CCCC3=O)cc2)cc1,-2,0%,?,1%,35%,-4%,26
CCCCOP(=O)(OCCCC)C(O)c1ccc(N(C)C)cc1 (stereo not given),-1,3%,20%,0%,47%,0%,26
COc1ccccc1N1CCN(C(=O)c2ccc(Cl)c(S(=O)(=O)N3CCOCC3)c2)CC1,-1,?,10%,6%,126%[activator],-2%,3
CC(C)CC(=O)NC(=S)Nc1ccc(N2CCCC2)c(Cl)c1,18,3.3µM*,?,-1%,-29%,2%,57*
CCOc1ccccc1C(=O)Nc1ccc(S(=O)(=O)N2CCOCC2)cc1,-1,-17%,17%,3%,39%,8%,-12
COc1ccc(NC2=CC(=S)NC(C)(C)C2)cc1,-1,-17%,?,-12%,-17%,0%,20
COCCCNC(=S)N/N=C/c1ccc(N(C)C)cc1Cl,10,75%[activator],?,9%,-27%,0%,27
C/C=C(\C)C(=O)N[C@@H](c1ccccc1)[C@@H](O)C(=O)O[C@H]1C[C@@]2(O)[C@@H](OC(=O)c3ccccc3)C3[C@](C)(C(=O)[C@H](OC(C)=O)C(=C1C)C2(C)C)[C@@H](O)C[C@H]1OC[C@@]31OC(C)=O (stereo not given in full),-3&-2,?,0.033µM*,-6%,197%[activator],-3%,-5&-9
CN1C(=O)/C(=C/c2cn(CC(=O)N3CCCCC3)c3ccccc23)NC1=S,-2,-21%,?,-6%,0%,-10%,-9
Cn1c(O)c(/C=N/NC(=O)c2ccncc2)c(=O)n(C)c1=S,4,-12%,16%,0%,-37%,4%,5
COc1cc2[nH]c(=S)n(Cc3cccs3)c(=O)c2cc1OC,-2,-3%,27%,-16%,-27%,2%,-2
Cc1ccc(S(=O)(=O)N2CCN(Cc3cc(=O)n4ccccc4n3)CC2)c(C)c1,.,?,?,-6%,136%[activator],.,.
COc1cccc(Sc2ccccc2/C=N/NC(N)=O)c1,1,?,?,-11%,-21%,-2%,-8
CCc1cccc(CC)c1NC(=S)N1CCn2cccc2C1c1cccnc1 (stereo not given),-6,?,?,-6%,-8%,1%,20
Cc1cccc(NC(=O)COC(=O)c2ccc(S(=O)(=O)N3CCCCCC3)cc2)c1,.,?,11%,-10%,-37%,.,.
CC(=O)N1CCc2ccc(S(=O)(=O)N3CCc4ccccc43)cc21,7,13µM*,10%,-4%,167%[activator],2%,-4
Cc1ccc(S(=O)(=O)N2CCCOC2CNC(=O)C(=O)NCc2ccco2)cc1 (stereo not given),-6,6%,?,-4%,-26%,-4%,-5
Cc1cc(=O)[nH]c(N/N=C/c2ccc([N+](=O)[O-])cc2)n1,8,-2%,?,.,-13%,-1%,18
O=C(C1CCN(Cc2nc(Cc3cccc(F)c3)no2)CC1)N1CCOCC1,-2,16%,39%[activator],4%,2%,6%,-10
Cc1snnc1C(=O)NC(=S)Nc1ccccc1,-2,88%[activator],6%,-4%,-17%,2%,4
CCC(c1nnc(SCC(=O)Nc2ccc(N3CCOCC3)cc2)n1Cc1ccccc1)N(C)C (stereo not given),.,?,14%,-3%,136%[activator],.,.
CSCC[C@@H](C(=O)NCCCCCCCCCCC(=O)N1CCNCC1)n1cc(CCO)nn1,.,?,61%[activator],0%,49%,.,.
COCCn1c(C)cc(C(=O)COc2cccnc2[N+](=O)[O-])c1C,32*,42%[activator],-13%,1%,10%,0%,53*
